mHTT-CaM PPI inh: disrupts binding of mutant huntingtin to calmodulin; inhibition, % at 15 µM; AlphaScreen His-mHTT/GST-CaM binding, luminescence; P42858; actives 3.6% (n = 190,000);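 also: 0% = both proteins with DMSO and 100% = one protein alone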
Pf apPOL block: Pf-apPOL DNA polymerase inhibition | Recombinant Pf-apPOL, molecular beacon fluorescence, 1.5 h | inhibition, % at 10 µM | actives 0.25% (n = 210,000)
* = called active by the depositor; · = not tested or not shown; & = joins results of further samples. Rule as the data show it: active = inhibition above about 50%; inactive = the rest.

1) CCc1ccc2c(c1)C1(NN=C(c3ccccc3O)S1)C(=O)N2 (stereo not given)
2) Cc1ccc2c(c1)NC(=O)C(C(=O)Nc1ccc(F)cc1)O2 (stereo not given)
3) Cc1cc(C)c(NC(=O)CCc2ccccc2)c(C)c1
4) COCCN=C1Nc2ccccc2NC12CCCN(C(=O)c1cc(F)ccc1F)C2 (stereo not given)
5) CCn1nc(C)cc1C(=O)NC1CCN(Cc2c(F)cccc2Cl)CC1
6) CN(C)CC1(CC(OC(=O)c2ccc([N+](=O)[O-])cc2)c2cccc(F)c2)CCCCC1 (stereo not given)
7) CCN(CC)CC(O)COC1CC2CCC1(C)C2(C)C (stereo not given)
8) COc1ccc(C(C)NC(=O)c2cn3c(n2)CSCC3)cc1OC (stereo not given)
screen / no.	1	2	3	4	5	6	7	8
mHTT-CaM PPI inh	100.0*	-15.6	-3.2	17.5	·	·	0.1	23.9
Pf apPOL block	-2.1	3.2	0.2	-4.3	-2.9	1.7	1.6	-4.3

9) Cc1ccc(C)c(N2CCN(Cc3nc4cc(C)c(C)cc4[nH]c3=O)CC2)c1
10) CCOc1ccc(C(=O)Nc2nc(-c3ccc(OC)c(Br)c3)cs2)cc1[N+](=O)[O-]
11) O=C(O)c1ccoc1CN1CCCCC1
12) CCC(=O)N1CCc2cc(N3CC(C(=O)Nc4ccc(C)cc4)CC3=O)ccc21 (stereo not given)
13) Cc1cc(OCC(=O)Nc2cccc(C)c2C)nc(N2CCCCC2)n1
14) CN(C)C(C)(C)c1nnnn1C(c1ccccc1)c1ccccc1
15) CCOc1ccc(CCNC(=O)c2cn(CC)c3nc(C)ccc3c2=O)cc1OCC
16) COc1ccccc1NC(=O)Cn1cnc([N+](=O)[O-])n1
screen / no.	9	10	11	12	13	14	15	16
mHTT-CaM PPI inh	-2.0	16.7	3.0	-7.7	-2.0	-14.0	-5.0	0.0
Pf apPOL block	0.8	5.5	-0.1	-2.4	0.2	6.4	-1.3	-1.9

17) CCOc1ccc2noc3c2c1C(=O)c1ccccc1-3
18) COc1ccccc1C(=O)Oc1ccc2c(c1)OC(=Cc1ccc(OC)c(OC)c1OC)C2=O
19) Cc1cc(C)cc(C(=O)N2CCCN(c3ncccc3-c3nc(C(C)C)no3)CC2)c1
20) CCCn1c(=O)c(N2CCC(NC(=O)Nc3cccc(OC)c3)CC2)nc2ccccc21
21) CCNS(=O)(=O)C1CON(C)C1c1cccc(Cl)c1Cl (stereo not given)
22) COc1ccc(C(=O)N2CCCC2c2nc(-c3ccc(C)cc3)no2)cc1OC (stereo not given)
23) COc1cc(NC(=O)c2ccc(-c3ccc(F)cc3)o2)ccc1NC(=O)c1ccco1
24) CCCCN1C[C@H](CSC)[C@@H](CC(=O)Nc2ccc(OC)cc2)C1=O
screen / no.	17	18	19	20	21	22	23	24
mHTT-CaM PPI inh	11.0&18.4	26.2	-2.2	8.6	-1.8	13.7	15.0	-9.1
Pf apPOL block	-4.5&-5.8	-4.3	0.0	0.5	-5.2	-5.6	-11.4	-4.2

25) Cc1ccsc1C(=O)N1CCc2[nH]cnc2C12CCCCC2
26) CS(=O)(=O)c1ncc(Cl)cn1
27) O=C(NC1CCCC1)C1CCN(c2nc3ccc(-c4ccncc4)nc3s2)CC1
28) CC(=O)c1cccc(NC(=O)C2C(c3ccccc3)C2(Cl)Cl)c1 (stereo not given)
29) COC(=O)c1ccc2c(c1)CC(CNC(=O)c1ccc(F)cc1)O2 (stereo not given)
30) CSc1ccccc1NC(=O)c1cnn2c(C(F)(F)F)cc(-c3cccs3)nc12
31) CSc1scc2c1-c1nn(C(C)=O)cc1CC2
32) O=C(c1cccs1)N1CCN(Cc2cccnc2)CC1
screen / no.	25	26	27	28	29	30	31	32
mHTT-CaM PPI inh	-4.2	·	-9.7	-0.5	-3.6	-4.0	·	-3.9
Pf apPOL block	2.1	1.2	1.1	-3.6	-0.9	0.6	-18.6	-1.3

Complete entries from above. Order of screens: mHTT-CaM PPI inh	Pf apPOL block
CSc1ccccc1NC(=O)c1cnn2c(C(F)(F)F)cc(-c3cccs3)nc12 is listed with -4.0	0.6
COC(=O)c1ccc2c(c1)CC(CNC(=O)c1ccc(F)cc1)O2 (stereo not given) is listed with -3.6	-0.9

New compounds follow
33) O=C(COc1ccc(F)cc1)NCc1nnnn1-c1ccc(F)c(F)c1
34) CCCCC(=O)Nc1c(-c2ccccc2)nc2cc(C)ccn12
35) N#C/C(=C1\CCCCN1)c1nnc2n1CCCCC2
36) COC12C(COC(N)=O)C3=C(C(=O)C(C)=C(N)C3=O)N1CC1NC12 (stereo not given)
37) Cc1cccc(-c2noc(C3CCN(CC(=O)Nc4cc(F)ccc4C)CC3)n2)c1
38) CCCc1cc2c(=O)c(-c3ccc4c(c3)OCCCO4)c(C)oc2cc1OCC(N)=O
39) CN(C)S(=O)(=O)c1cc(C(=O)O)c(NC2CCCCC2)cc1Cl
40) N#Cc1nnn2c1nc(N)c1c(F)cccc12
screen / no.	33	34	35	36	37	38	39	40
mHTT-CaM PPI inh	-15.0	5.0	2.0	·	-6.1	2.1	8.7	·
Pf apPOL block	-0.6	6.2	·	-9.7	-0.8	-0.6	-1.5	-17.4

Part of the list above in order of molar mass, lowest first:
35) N#C/C(=C1\CCCCN1)c1nnc2n1CCCCC2
34) CCCCC(=O)Nc1c(-c2ccccc2)nc2cc(C)ccn12
36) COC12C(COC(N)=O)C3=C(C(=O)C(C)=C(N)C3=O)N1CC1NC12 (stereo not given)
screen / no.	35	34	36
mHTT-CaM PPI inh	2.0	5.0	·
Pf apPOL block	·	6.2	-9.7

Further entries follow:
41) Cc1nc(C2CCN(Cc3ccc(Br)o3)CC2)n[nH]1
42) O=CNC1CCCc2c1[nH]c1ccc([N+](=O)[O-])cc21 (stereo not given)
43) C=Cc1ccc(Cn2cc(S(=O)(=O)N3CCOCC3)ccc2=O)cc1
44) Cc1ccc(-c2cc(COC(=O)Cc3ccccc3)no2)cc1
45) Cc1cc(C2CCCN2Cc2ccccc2O)no1 (stereo not given)
46) Cc1cc(C(=O)n2cc(C)c(-c3cccs3)n2)c(C)o1
47) CCOc1ccc2c(-c3cccc([N+](=O)[O-])c3)cc(=O)oc2c1
48) O=C(CSc1ccc(NC(=O)c2ccccc2F)nn1)NCc1ccc2c(c1)OCO2
screen / no.	41	42	43	44	45	46	47	48
mHTT-CaM PPI inh	-4.9	-2.7	-2.6	-151.8	-10.6	·	2.6&4.0	-2.0
Pf apPOL block	-9.8	-5.1	-4.0	-5.6	0.9	-9.6	-0.8&-1.4	-3.9

49) COc1ccccc1CCC(=O)N1CCN(c2nc3ccncc3n(CC(C)C)c2=O)CC1
50) c1ccc(-c2nnc(-c3csc(-c4cccnc4)n3)o2)cc1
51) Cc1cccc(OCC(=O)N(C)c2ccccc2)c1C
52) CC1=CN2C(=NC(=O)CC2(C)C(=O)NCc2ccc(F)cc2)C=C1 (stereo not given)
53) Cc1ccc(N2C(=O)NC(=O)/C(=C\c3ccc(I)o3)C2=O)cc1
54) O=C(Cc1cccs1)N1CCC(n2c(C3CCCC3)nc3cccnc32)C1 (stereo not given)
55) COc1nccc(N2CCC(CC(=O)NC3CCN(Cc4ccccc4)CC3)CC2)n1
56) C=CCc1c(C)c2ccc(OCC(=O)c3ccccc3)cc2oc1=O
screen / no.	49	50	51	52	53	54	55	56
mHTT-CaM PPI inh	20.1	·	-15.1	-4.0	10.0	24.4	3.6	0.0
Pf apPOL block	-3.4	-21.2	-2.2	-15.7	0.2	7.7	-5.5	-0.9

57) N#Cc1cccc(C(=O)N2CCC3(CC2)NC(=O)N(Cc2ccccc2Cl)C3=O)c1
58) O=C(CSc1nc2ccccc2s1)Nc1ccc2cn[nH]c2c1
59) COc1ccc(-c2c(NC(=O)c3cc(F)cc(F)c3)n[nH]c2C)cc1
60) COc1cc(CN2CCN(C/C=C/c3ccccc3)CC2)cc(Br)c1O
61) O=c1[nH]n(CCO)c(=O)c2ccccc12
62) O=C(NCCCN1CCN(c2ccccc2F)CC1)C1CCCN(c2ccncc2)C1 (stereo not given)
63) CC(C)(Oc1ccc(Cl)cc1)C(=O)NCCC1=CCCCC1
64) CC1CCC2(CC1)NC(=O)N(CC(=O)Nc1ccc3c(c1)CCC3)C2=O (stereo not given)
screen / no.	57	58	59	60	61	62	63	64
mHTT-CaM PPI inh	17.3	14.7	0.8	55.5*	·	-6.4	-56.4	16.9
Pf apPOL block	1.2	-1.0	0.8	-3.5	-7.1&0.9	10.4	1.4	-8.0

Quoted at random: 5 records from the list.
59) COc1ccc(-c2c(NC(=O)c3cc(F)cc(F)c3)n[nH]c2C)cc1
61) O=c1[nH]n(CCO)c(=O)c2ccccc12
60) COc1cc(CN2CCN(C/C=C/c3ccccc3)CC2)cc(Br)c1O
62) O=C(NCCCN1CCN(c2ccccc2F)CC1)C1CCCN(c2ccncc2)C1 (stereo not given)
63) CC(C)(Oc1ccc(Cl)cc1)C(=O)NCCC1=CCCCC1
screen / no.	59	61	60	62	63
mHTT-CaM PPI inh	0.8	·	55.5*	-6.4	-56.4
Pf apPOL block	0.8	-7.1&0.9	-3.5	10.4	1.4

Next section.
65) O=C(NCc1ccccc1)N1CCC2(CC1)Nc1ccccc1-n1cccc12
66) Cc1cc(C(=O)NCC(O)c2ccc(C)o2)no1 (stereo not given)
67) COc1ccc(-c2nc(C)cc(C)c2CNC(=O)c2cccc(F)c2)cc1
68) COc1ccc(OC)c(S(=O)(=O)c2ccc(Br)cc2)c1
69) C=CCc1cccc2cc(C(=O)OCC(=O)c3ccc(Br)cc3)c(=O)oc12
70) COc1ccc(-c2n[nH]c(C)c2NC(=O)C2CCCC2)c(OC)c1
71) CCOC(=O)c1oc2cc(OC(=O)c3ccc(OC)cc3)ccc2c(=O)c1-c1ccc(OC)cc1
72) OC1CSc2nc3ccccc3n2C1 (stereo not given)
screen / no.	65	66	67	68	69	70	71	72
mHTT-CaM PPI inh	71.2*	-17.6	-7.6	-10.6	-7.4	7.5	3.0	-3.6
Pf apPOL block	-1.7	0.9	-4.2	-1.5	-1.4	-5.7	-2.8	-4.3&-6.9

73) O=C(Cc1ccc(F)cc1)N1CCCC(c2ccnc(Nc3ccccc3)n2)C1 (stereo not given)
74) C=CCSc1nc2sc3c(c2c(=O)n1-c1ccccc1)CCN(C)C3
75) O=c1c(CN2CCN(CCO)CC2)coc2ccc(Cl)cc12
76) Cc1ccc(NC(=O)C2CN(S(C)(=O)=O)CC23CCCCC3)c(F)c1 (stereo not given)
77) Cc1ccc(Nc2cc(-n3cccn3)ncn2)c(C)c1
78) O=C(NCCCN1CCOCC1)c1ccccc1[N+](=O)[O-]
79) Cc1ccnc(N2CCC(C(=O)NCCC(C)N3CCCCCC3)CC2)n1 (stereo not given)
80) Cc1ccc(S(=O)(=O)N(CC(=O)N2CCOCC2)C2CCCCC2)cc1
screen / no.	73	74	75	76	77	78	79	80
mHTT-CaM PPI inh	96.2*	32.4	-0.9	7.0	-9.6	-4.1	19.1	1.7
Pf apPOL block	-5.2	-17.3	-2.4	1.9	-0.5	-8.7	3.2	-14.1

81) COc1ccc(NC(=O)CN(c2ccc(C)c(Cl)c2)S(C)(=O)=O)cc1OC
82) CC1CCN(CN2C(=O)C(=Nc3ccc(Cl)cc3)c3ccccc32)CC1
83) Cc1ccc(-n2cc(C(=O)NCc3cccs3)nn2)cc1
84) CC(Oc1ccc(Oc2ccc(C(F)(F)F)cc2)cc1)C(=O)NNC(=O)c1ccc([N+](=O)[O-])cc1 (stereo not given)
85) CCc1ccccc1N(CC(=O)NC(C)(C)C)S(=O)(=O)c1ccccc1
86) CCc1ccccc1NC(=O)C1CCN(C(=O)c2ccccc2)CC1
87) CC(C)(C)C(=O)NCCSc1ncc(-c2ccc(Cl)cc2)[nH]1
88) CCc1nnc(NC(=O)c2ccc(Br)c(S(=O)(=O)N(CC)CC)c2)s1
screen / no.	81	82	83	84	85	86	87	88
mHTT-CaM PPI inh	10.9	13.0	-8.3	·	-2.6	1.5	-5.2	-1.4
Pf apPOL block	2.6	-0.8	-2.3	-3.1	0.6	-8.1	-19.0	-8.6

89) CCC(C(=O)Nc1ccc2c(c1)OCO2)c1ccccc1 (stereo not given)
90) Cc1ccc(S(=O)(=O)N2CC(C)C(=O)Nc3ccccc32)cc1 (stereo not given)
91) Cc1cccc(C)c1NC(=O)CSc1nnnn1-c1ccc(F)cc1F
92) O=C(CN1CCN(C(=O)Nc2ccc(Cl)cc2)CC1=O)NCCN1CCCCCC1
93) CNC(=O)c1ccc2c(c1)CCN2C(=O)C(C)C
94) O=C(NCCc1c[nH]c2ccccc12)OCc1ccc([N+](=O)[O-])cc1
95) CCC(OCC(O)CNC(C)C)c1ccccc1 (stereo not given)
96) Brc1nc(Br)c(Br)c(Br)c1Br
97) COc1cc(NC(C)=O)c(Cl)cc1NC(=O)c1ccccc1
98) O=C(NC1CCCCC1)C1c2ccccc2C(=O)N1CCC1=CCCCC1 (stereo not given)
99) Cc1ccccc1C1CCCN1C(=O)NCCC(C)C (stereo not given)
screen / no.	89	90	91	92	93	94	95	96	97	98	99
mHTT-CaM PPI inh	-6.8	-5.5	-1.0	15.4	7.9	29.3	-0.7	22.0	-9.2	8.0	-4.4
Pf apPOL block	-6.5	-1.1	-6.1	-3.0	1.2	6.1	-4.9	-4.0	-0.3	-6.6	-8.5
